# Bioassay records deposited in PubChem by several laboratories.
# E coli Lon inh: inhibits E. coli Lon protease; purified E. coli Lon protease, fluorescence polarization; inhibition, % at 7.94 µM; 360,000 tested, 0.42% active; AID 602123; in the data active = inhibition above about 13%, passing the limit was not always enough;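 note: 0% = enzyme with probe and DMSO and 100% = no enzyme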
# bovine MsrA act: bovine methionine sulfoxide reductase A activation. purified bovine MsrA, absorbance read-out. 360,000 tested, 0.3% active. activation, % at 10.6 µM. AID 602163; in the data active = activation above about 7.5%;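 note: 0% = vehicle and 100% = reference activator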
# Tb MetRS inh: blocks T. brucei methionyl-tRNA synthetase activity | purified T. brucei MetRS, ATP depletion, Kinase-Glo luminescence | 360,000 tested, 0.4% active | inhibition, % at 11.9 µM;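 active = inhibition above a per-plate cutoff of the control wells' mean inhibition plus 3 SD, cut at about 5.5% in these data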;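 note: 0% = DMSO wells median and 100% = median of wells with control inhibitor compound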
#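 Material: parasite MetRS enzyme / Replication: singlicate, one well per compound / Signal: luminescence of leftover ATP / Schedule: 2 h aminoacylation at 25 °C after 15 min preincubation / Medium: HEPES-MgCl2-KCl buffer plus DTT, spermine, BSA, pyrophosphatase / Doses: 11.9 µM single point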
# MT1-MMP act inh: inhibitors of human MT1-MMP activation | HT1080 RFP-PRO-GFP cells, GFP/RFP ratio fluorescence, overnight; percent of plate control window, DMSO zero | GFP/RFP ratio change, % at 20 µM | 360,000 tested, 0.061% active | AID 651647;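 active = GFP/RFP ratio change of at least 30% with cell ATP level not reduced by more than half and red fluorescence within 50% of control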; note: strong numbers were not always called active
#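 Test system: HT1080 cells expressing an RFP-PRO-GFP fluorescent reporter construct / Compound dosing: single-point 20 µM compound, 1% DMSO / Schedule: cells overnight before dosing, compound overnight, 37 °C, 5% CO2 / Evaluation: GFP/RFP fluorescence ratio / Control set: DMSO and RFP-L50D-GFP cell wells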
# FAS-TE inh: inhibitors of human fatty acid synthase thioesterase domain; inhibition, % at 15 µM; recombinant FAS-TE, OMFH fluorogenic substrate, fluorescence endpoint; 360,000 tested, 0.67% active; AID 602261;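 active = compounds whose normalised, plate-corrected inhibition of enzyme fluorescence in the single-dose primary screen is 50% or more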;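 note: 0% = DMSO with enzyme and 100% = substrate without enzyme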
# NRP1-CendR mod: alters CendR peptide binding to human NRP-1 | O14786 | FAM-RPARPAR peptide binding to NRP-1, fluorescence polarization | inhibition, % at 25 µM | 360,000 tested, 0.85% active | AID 602438;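 active = inhibition or corrected inhibition above about 18%, plus a signal ratio from 0.5 to 1.5, limit read from the data, passing the limit was not always enough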; note: strong numbers were not always called active
# SKN-1 inh: inhibitors of C. elegans SKN-1 | C. elegans VP596 Pgst-4::GFP/RFP ratio, acrylamide-induced, 24 h | inhibition, % at 21.8 µM | 360,000 tested, 0.49% active;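 active = interference check ratio from 0.5 to 1.5 plus GFP to RFP signal ratio inhibition reaching or exceeding a fixed threshold, cut at about 30% in these data, passing the limit was not always enough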; note: some compounds called inactive have numbers as strong as hits
# MsrA inh: bovine MsrA inhibition; purified bovine MsrA, absorbance read-out; 360,000 tested, 0.75% active; inhibition, % at 15.5 µM; in the data active = inhibition above about 4.5%;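 note: 0% = vehicle wells with enzyme and 100% = reference inhibitor wells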
# PABP1 MLLE inh: blocks PAM2 peptide binding to the PABP1 MLLE domain; GST-MLLE / FITC-PAM2 fluorescence polarization; inhibition, % at 20 µM; 360,000 tested, 0.36% active; AID 588489; in the data active = inhibition above about 35%, passing the limit was not always enough;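 note: plate controls were DMSO wells with GST-MLLE for no effect and wells lacking GST-MLLE protein for full effect; some results filed as inactive read as strong as hits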
# Active calls of the source: *; x = not tested or not shown.
Molecule,E coli Lon inh,bovine MsrA act,Tb MetRS inh,MT1-MMP act inh,FAS-TE inh,NRP1-CendR mod,SKN-1 inh,MsrA inh,PABP1 MLLE inh
Cc1cc2c(cc1S(=O)(=O)NCc1ccccc1)OCC(=O)N2,-5,0,-0.3,6,-6,-3,1,0.5,-12
COc1ccc(-n2nnc3c(=O)n(CC(=O)N4CCC(Cc5ccccc5)CC4)cnc32)cc1,-7,-5,-0.6,6,14,-13,-7,-0.5,16
O=C(NCC(c1cccs1)N1CCOCC1)c1ccccc1NS(=O)(=O)c1ccc(Cl)c([N+](=O)[O-])c1 (stereo unspecified),4,-4,-0.4,3,46,-1,-3,-0.3,4
Cc1cc(NC(=O)CSc2nnc(C3COc4ccccc4O3)n2N)no1 (stereo unspecified),2,-1,0.1,2,-5,-4,-10,0.7,-41
CCOC(=O)CSc1ncc(-c2ccccc2)nn1,-9,-14,-1.9,1,1,4,-12,1.3,16
Cc1cc(C)cc(SCc2noc(C(=O)NCc3ccccc3)c2C(=O)NCc2ccccc2)c1,1,-6,0.1,-5,27,10,-1,0.1,1
CC(C)(Oc1ccc(Cl)cc1)C(=O)NCC1CCCO1 (stereo unspecified),-12,6,-0.2,-3,-6,-1,4,0.7,-10
Cc1cc(N)nc2nc(C(F)(F)F)nn12,-4,-11,-1.1,-7,-2,4,-5,2.1,7
O=C(O)CC1C(=O)NCCN1Cc1ccc(F)c(F)c1 (stereo unspecified),-5,-6,-0.1,0,-6,7,-8,0.3,0
Cc1ccc2sc(N(CCN(C)C)C(=O)c3ccc4ccccc4c3)nc2c1C,-6,-4,-0.4,-3,20,-5,-9,1.6,-2
COc1cc(/C=N/N2C(=O)c3ccccc3C2=O)ccc1O,9,-5,-0.5,-3,-9,-4,9,3.5,2
COc1ccc(-c2noc(CCCc3ccccc3)n2)cc1OC,-1,1,-0.4,6,17,8,6,-0.1,2
CC(=O)Nc1ccc(NC(=O)CSC2=NS(=O)(=O)c3cc(F)ccc3N2)cc1,-17,-11,-0.5,3,-7,3,-3,-0.3,-8
CCOC(=O)CC(=O)CSc1ncnc2c1nnn2-c1ccccc1,-19,-8,-0.8,-1,5,-2,-19,1.1,16
O=C(COC(=O)Cn1cnc2ccccc21)Nc1cc2c(cc1Cl)C(=O)c1ccccc1C2=O,5,0,0.1,2,-5,-10,5,3.1,6
CC(C)c1ccc(C2NC(=S)NC3=C2C(=O)CC(C)(C)C3)cc1 (stereo unspecified),-8,-3,0.0,1,-7,11,1,3.0,-118
COCCNC(=O)c1cccc(OC2CCN(Cc3ccc(F)c(OC)c3)CC2)c1,-2,-6,-0.7,-1,-3,-6,-1,-1.1,-2
CC1(Cc2ccc(C(F)(F)F)o2)C(=O)Nc2cc(-c3ccc(F)cc3F)ccc21 (stereo unspecified),-2,1,-0.1,-4,27,5,21,-0.6,3
CCCCCOc1ccc(NC(=O)C2OC3OC(C)(C)OC3C3OC(C)(C)OC23)cc1 (stereo unspecified),-8,-4,-0.6,-1,-5,14,9,-1.1,7
CN(C)/C=N/c1c(C#N)cnn1-c1ccccc1,2,-2,-0.4,7,-7,-10,7,0.4,-1
COc1ccc(CCC(=O)NCCS(=O)(=O)N2CCN(c3ccccc3OC)CC2)cc1,2,-3,0.1,0,-2,15,1,1.2,-3
C=CCN1C(=O)CN=C1NCc1ccccc1,0,-2,-0.8,4,-5,5,7,-0.9,1
COc1ccc(CCNC(=O)C2CCN(S(=O)(=O)c3ccc4c(c3)oc(=O)n4C)CC2)cc1OC,-12,1,0.6,0,-3,16,-18,-0.2,1
O=C1CCCN1CCc1cccc2ccccc12,-10,-4,-0.1,0,-4,23*,-4,0.5,5
CCN(C(=O)COC(=O)CNC(=O)c1ccccc1C)C1=CCCCC1,-3,-5,-0.5,2,-8,-8,-4,0.9,-16
Cc1ccc(NC2CCCN(C(=O)Cc3nonc3C)C2)cc1C (stereo unspecified),-10,-11,-0.8,4,-4,4,20,1.3,4
COc1ccc(S(=O)(=O)N2CCN(CC(=O)Nc3c(C)n[nH]c3C)CC2)cc1OC,-2,-14,-0.6,4,-8,4,-6,-1.6,0
Cc1cc(C)nc(SCc2cc(=O)c(OC(=O)c3ccc(Br)o3)co2)n1,5,-10,-1.2,-2,-3,-5,8,-0.2,15
CCN(CC)c1ccc(C(=O)n2cnc3ccccc32)cc1,-7,-4,-0.2,-5,13,1,3,3.0,-3
COc1ccc(CNC(=O)C(c2ccco2)N(Cc2cccs2)C(=O)Cc2cccs2)cc1 (stereo unspecified),-8,-1,-0.2,-6,19,-10,2,-1.2,7
O=C(COC(=O)C1CC1)Nc1ccc([N+](=O)[O-])cc1C(F)(F)F,-10,-3,-0.3,-1,2,1,17,1.1,11
COC(=O)Cc1c(C)c2ccc(OCc3nn[nH]n3)c(C)c2oc1=O,6,-1,0.0,15,-6,9,28,1.7,6
CC1(C)Cc2c(sc3nc(-c4cccs4)n(N)c(=O)c23)CO1,-8,-5,-0.5,-12,8,-8,6,2.0,-2
COc1cccc(C(C(=O)NC2CCCCC2)N(C(=O)c2ccccn2)c2cccnc2)c1 (stereo unspecified),2,-1,-0.1,0,-3,-1,1,0.0,8
CC(C)(C)NC(=O)CC1C[C@H](C(=O)N2CCCCC2)[C@@]2(CCc3ccccc3)c3[nH]c4ccccc4c3CCN2C1=O (stereo partly specified),-6,-6,-1.2,-29,11,12,17,0.7,11
Cc1ccc(S(C)(=O)=O)cc1C(=O)N1CC(C(N)=O)Oc2ccccc21 (stereo unspecified),3,-2,-0.4,1,-4,-11,10,-0.2,-4
CCC(=O)n1nc(-c2ccccc2)nc1N,0,1,0.6,5,-7,8,8,0.0,-2
Cn1ccnc1-c1nnn(-c2ccc(Cl)c(Cl)c2)n1,-7,-6,-0.3,-4,-7,0,0,-0.1,0
CC(=O)C1=C(c2ccccc2)N(C(C)=O)n2c(C)nnc2S1,-2,-2,0.1,-4,-2,-20,7,1.1,21
CC(=O)Nc1ccc(S(=O)(=O)Nc2cc([N+](=O)[O-])ccc2C)cc1,-2,-8,-0.9,-1,0,4,5,-0.4,6
COc1ccc(C2=CCCC2)c(OC)c1,4,-2,-0.3,2,5,8,1,0.6,-6
CCc1sc(C(=O)Nc2ccsc2C(=O)OC)cc1Br,-8,-11,-1.2,-6,21,13,-3,-1.4,-1
CCCCn1c(N)c(N(Cc2ccccc2OC)C(=O)c2sccc2C)c(=O)[nH]c1=O,-7,-11,-0.1,-6,-6,19,-1,0.9,-24
Cn1c(O)c(N=Nc2ccccc2)c2ccccc21,0,-6,-1.6,2,12,-1,-5,-0.7,14
Cc1ccc(C)c(NC(=O)C2CC(=O)N(C(C)C)C2)c1 (stereo unspecified),-2,1,-0.6,-7,-8,1,-8,-0.7,3
Nc1ncnc2c1ncn2[C@@H]1O[C@H](C(=O)NCC2CCN(Cc3ccccc3)CC2)[C@@H](O)[C@H]1O,-12,-3,-0.2,3,-10,-9,-2,-0.3,8
CCc1ccccc1NC(=O)C1=CN2CCS(=O)(=O)N=C2C=C1,5,-2,-0.1,1,-6,-5,5,-0.4,-11
O=C(/C=C/c1ccc(Cl)cc1)NC1CC2CCC1C2 (stereo unspecified),-4,-6,-0.9,3,6,8,4,0.4,19
O=C(NC1CCN(C(=O)N2c3ccccc3Sc3ccccc32)CC1)c1ccco1,7,0,-0.3,-4,11,1,6,-0.7,19
CC(C)[C@H](NC(=O)c1ccccc1)C(=O)OCC(=O)Nc1ccc(Cl)cc1C(F)(F)F,-1,-2,0.3,1,4,-4,3,1.3,1
Cc1c(NC(=O)Oc2ccccc2)sc(=S)n1C,0,-3,0.0,6,-6,-20,7,0.8,39*
O=C(Oc1ccc[nH]c1=O)c1ccccc1,-3,1,-0.2,0,-5,8,0,1.3,1
N#Cc1ccccc1NC(=O)COC(=O)c1ccc(F)cc1F,17*,-2,-0.1,0,-4,8,8,-0.4,0
O=C(CN(C(=O)c1cc2c(s1)CCC2)C1CCCC1)NCc1cccs1,-6,-1,-0.2,-2,3,12,0,1.4,-9
CC[C@]12c3[nH]c4cc(-c5ccco5)ccc4c3CCN1C(=O)[C@@H](CC(=O)NC/C=C(\C)CCC=C(C)C)C[C@@H]2C(=O)N1CCN(C(=O)c2ccco2)CC1,-11,-2,-0.5,-5,8,-25,13,x,-17
O=C(NCCN1CCN(C(=O)c2ccc(Br)cc2)CC1)c1ccc(Br)cc1,3,-1,-0.1,5,-2,11,-7,1.3,-8
CCOc1ccc(N2CC(O)=C(c3nc4ccccc4c(=O)[nH]3)C2=N)cc1,1,-3,-0.3,4,3,1,11,0.0,16
O=C(c1ccco1)N1N=C2CCCCCC2C1(O)C(F)(F)F (stereo unspecified),-2,1,-0.3,-2,-4,4,1,0.2,6
Cc1ccnc(NS(=O)(=O)c2ccc(-n3cccn3)cc2)c1,-13,-1,0.4,1,5,6,16,-0.4,-14
CCCCOc1nc2c(c(=O)n(C)c(=O)n2C)n1C,-2,-1,-0.6,5,-2,8,17,0.7,-6

# Only MsrA inh, bovine MsrA act and PABP1 MLLE inh, for some of the entries so far:
SMILES	MsrA inh	bovine MsrA act	PABP1 MLLE inh
CCN(C(=O)COC(=O)CNC(=O)c1ccccc1C)C1=CCCCC1	0.9	-5	-16
Cc1ccc(NC2CCCN(C(=O)Cc3nonc3C)C2)cc1C (stereo unspecified)	1.3	-11	4

# Continued:
Molecule,E coli Lon inh,bovine MsrA act,Tb MetRS inh,MT1-MMP act inh,FAS-TE inh,NRP1-CendR mod,SKN-1 inh,MsrA inh,PABP1 MLLE inh
COc1ccc(N/C=C/C(=O)c2ccc(OC)c(OC)c2)cc1,1,-4,0.8,-4,3,8,-6,2.4,-27
O=C(CC1C(=O)NCCN1Cc1cccc(Oc2ccccc2)c1)NCCc1ccccn1 (stereo unspecified),4,-9,-1.3,1,0,-9,-1,-0.6,1
COc1ccccc1CNC(=O)CN1C(=O)NC2(CCCc3ccccc32)C1=O (stereo unspecified),-4,-2,-0.3,-3,1,-6,-12,-0.3,-1
CCOC1=C2CN(S(=O)(=O)c3ccc(Cl)cc3)[C@H](c3ccccc3)C[C@@H]2N(S(=O)(=O)c2ccc(C)cc2)[C@H](c2ccccc2)C1,-5,-1,0.6,-1,19,4,14,-0.9,-1
CC1C(=O)Nc2ccc(S(=O)(=O)N3CCc4ccccc4C3)cc2NC1=O (stereo unspecified),-12,-2,0.3,4,-3,6,-17,-0.6,4
O=C(CN(Cc1ccco1)C(=O)CNS(=O)(=O)c1ccc(Cl)cc1)NCc1ccco1,-4,0,-0.4,2,-3,-5,2,0.0,-5
O=C(NCc1ccccc1)c1cccc(COc2cc(Cl)ccc2Cl)c1,-9,-8,-1.0,-2,24,-12,-1,0.8,10
O=C(NCc1ccc(F)cc1)c1cc(C2CCCCN2S(=O)(=O)c2cccs2)on1 (stereo unspecified),1,-4,-0.3,-3,13,-3,18,-0.7,-8
CSc1nc2nc(C)c(CCC(=O)OCC(=O)Nc3ccc(F)cc3)c(C)n2n1,-2,2,-0.1,0,-5,-6,11,-0.5,8

# Rows are unselected; 4% or so of the library scored in one or more.
